CHT block: human CHT choline transport inhibition | 0.86% of 310,000 active | CHT-expressing cells, membrane potential dye, choline response; active compounds read low | AID 488975 | B-score at 10 µM;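 active = B-score over 3 SD under the library average, and starting fluorescence ratio not unusually high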;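 also: choline stimulus applied at its EC90 after an EC20 pre-addition; B-score computed on integrated fluorescence ratio after choline addition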
Target sequence (Q9GZV3 whole entry, looked up): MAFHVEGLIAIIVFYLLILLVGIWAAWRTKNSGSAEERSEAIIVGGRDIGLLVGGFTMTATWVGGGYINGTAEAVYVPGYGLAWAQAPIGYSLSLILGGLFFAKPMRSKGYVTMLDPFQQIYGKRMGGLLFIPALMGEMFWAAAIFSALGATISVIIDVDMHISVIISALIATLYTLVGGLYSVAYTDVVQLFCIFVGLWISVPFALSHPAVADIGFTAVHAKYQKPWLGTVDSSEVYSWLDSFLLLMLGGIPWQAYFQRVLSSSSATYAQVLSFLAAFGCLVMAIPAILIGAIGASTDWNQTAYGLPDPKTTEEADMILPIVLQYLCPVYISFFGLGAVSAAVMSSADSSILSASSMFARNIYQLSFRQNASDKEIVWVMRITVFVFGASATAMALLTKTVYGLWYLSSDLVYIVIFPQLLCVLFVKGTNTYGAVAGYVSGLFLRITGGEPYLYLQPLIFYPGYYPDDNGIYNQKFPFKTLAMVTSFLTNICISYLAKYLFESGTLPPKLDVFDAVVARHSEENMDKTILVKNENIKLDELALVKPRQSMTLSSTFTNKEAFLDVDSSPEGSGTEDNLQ
Kir21 inh: blocks the mouse Kir2.1 inward-rectifier potassium channel; HEK293-Kir2.1, FluxOR thallium flux fluorescence; active compounds read low; P35561; AID 1672; 0.85% of 310,000 active; B-score at 10 µM;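 active = fluorescence ratio B-score at or below minus 3 SD of library scores, with starting-brightness B-score within 2 SD, cut at about -4.2 in these data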;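 also: channel flux triggered by added potassium and thallium sulfate stimulus; B-score of peak minus minimum fluorescence over baseline after thallium stimulus; more negative B-score means stronger Kir2.1 block with less thallium influx; some compounds called inactive have numbers as strong as hits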
Target sequence (P35561 whole entry, looked up): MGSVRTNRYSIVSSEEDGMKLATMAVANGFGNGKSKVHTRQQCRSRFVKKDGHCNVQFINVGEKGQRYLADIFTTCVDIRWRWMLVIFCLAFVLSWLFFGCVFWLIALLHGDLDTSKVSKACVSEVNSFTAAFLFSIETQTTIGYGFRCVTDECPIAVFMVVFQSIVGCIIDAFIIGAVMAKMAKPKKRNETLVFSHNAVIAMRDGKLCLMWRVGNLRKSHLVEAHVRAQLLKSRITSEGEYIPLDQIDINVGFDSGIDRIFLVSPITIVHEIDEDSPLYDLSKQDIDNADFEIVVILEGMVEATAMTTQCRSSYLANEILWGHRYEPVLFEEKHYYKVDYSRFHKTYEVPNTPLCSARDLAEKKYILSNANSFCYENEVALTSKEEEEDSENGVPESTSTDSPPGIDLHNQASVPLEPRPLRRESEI
* hit, by the source's call.

What do the screens show for `Brc1ccccc1OCCCCn1cnc2ccccc21`?
CHT block: inactive; Kir21 inh: -0.21

What do the screens show for `COc1ccccc1C(=O)COC(=O)c1nc2nc(C)cc(C)n2n1`?
CHT block: inactive; Kir21 inh: 0.75

What do the screens show for `CC(=O)OCC1OC(n2ccc3ccccc32)C(OC(C)=O)C(OC(C)=O)C1OC(C)=O` (stereo not given)?
CHT block: inactive; Kir21 inh: -0.7

How did Cc1noc(C)c1S(=O)(=O)N(C)CC(=O)Nc1ccc(F)cc1 do in these assays?
CHT block: inactive; Kir21 inh: 0.02

What do the screens show for `NS(=O)(=O)c1cccc(NS(=O)(=O)c2ccc(/C=C/C(=O)OCC(=O)c3ccc(Br)cc3)cc2)c1`?
CHT block: inactive; Kir21 inh: 0.01

Results for COc1ccc(C(=O)C2CCCN(Cc3cccn3-c3nccs3)C2)cc1F (stereo not given) ?
CHT block: inactive; Kir21 inh: -1.4

What do the screens show for `COc1ccc2[nH]c(C(=O)N3CCc4ccccc4C3)c(C)c2c1`?
CHT block: inactive; Kir21 inh: -0.12

How did CCc1ccc(CCC(=O)Nc2ccc(Br)cc2)o1 do in these assays?
CHT block: inactive; Kir21 inh: -0.76

Results for COc1ccc([N+](=O)[O-])cc1NC(=O)Cc1c(Cl)cccc1Cl ?
CHT block: inactive; Kir21 inh: -0.88

What do the screens show for `Cc1ccc2[nH]c(=O)c(CN(Cc3nnnn3Cc3ccccc3)C3CCCC3)cc2c1`?
CHT block: inactive; Kir21 inh: 0.54

How did CCOc1ccccc1-c1nc(C(N)=O)c2[nH]c(=O)n(-c3ccc(F)cc3)c2n1 do in these assays?
CHT block: inactive; Kir21 inh: 0.04

Results for O=C(O)CCCCCNS(=O)(=O)/C=C/c1ccccc1 ?
CHT block: inactive; Kir21 inh: -0.01

Results for CCOC(=O)c1ccc(S(=O)(=O)Nc2ccc(N3CCOCC3)cc2)cc1 ?
CHT block: inactive; Kir21 inh: -0.3

Results for CCCn1c(SCC(=O)NCc2ccc(OC)cc2)n[nH]c1=O ?
CHT block: inactive; Kir21 inh: -0.25

Results for COCCn1c(NCc2ccco2)nc2c1c(=O)[nH]c(=O)n2C ?
CHT block: inactive; Kir21 inh: 1

What do the screens show for `Cc1cc2c(ccc3[nH]onc32)n1`?
CHT block: inactive; Kir21 inh: -1.6

How did COCCN(C(=O)C1=COCCO1)c1c(N)n(Cc2ccccc2)c(=O)[nH]c1=O do in these assays?
CHT block: inactive; Kir21 inh: -0.05

What do the screens show for `COC(=O)CSc1nc(NC(C)C)nc(N(C)C)n1`?
CHT block: inactive; Kir21 inh: 1.9

Results for CCn1c(SCC(=O)c2ccc(OC)cc2)nnc1C1CC1 ?
CHT block: inactive; Kir21 inh: 0.86

How did COc1ccccc1CNC(=O)c1ccccc1NC(=O)C1=C(C)OCCS1 do in these assays?
CHT block: inactive; Kir21 inh: 1.4

Pulled one by one from the list above (4):
Results for CCOC(=O)c1ccc(S(=O)(=O)Nc2ccc(N3CCOCC3)cc2)cc1 ?
CHT block: inactive; Kir21 inh: -0.3

How did CCOc1ccccc1-c1nc(C(N)=O)c2[nH]c(=O)n(-c3ccc(F)cc3)c2n1 do in these assays?
CHT block: inactive; Kir21 inh: 0.04

How did COCCN(C(=O)C1=COCCO1)c1c(N)n(Cc2ccccc2)c(=O)[nH]c1=O do in these assays?
CHT block: inactive; Kir21 inh: -0.05

Results for O=C(O)CCCCCNS(=O)(=O)/C=C/c1ccccc1 ?
CHT block: inactive; Kir21 inh: -0.01

The results go on:
Results for CCOC(=O)C1CCN(C(=O)Cn2cc(C#N)c3ccccc32)CC1 ?
CHT block: inactive; Kir21 inh: 0.26

What do the screens show for `CN=C1S/C(=C\c2ccc(N3CCOCC3)cc2C)C(=O)N1C`?
CHT block: inactive; Kir21 inh: 0.82

How did CCOc1ccc(N2CC(C(=O)NNC(=O)c3ccc(Br)cc3)CC2=O)cc1 (stereo not given) do in these assays?
CHT block: inactive; Kir21 inh: 1.7

What do the screens show for `Cc1ccc(N(C(=O)CCC(=O)Nc2cc(C)on2)C(C(=O)NC2CCCC2)c2ccncc2)cc1` (stereo not given)?
CHT block: inactive; Kir21 inh: -0.18

How did CCOc1cccc(-c2c(C(=O)N/N=C/c3ccncc3)nnn2-c2nonc2N)c1 do in these assays?
CHT block: inactive; Kir21 inh: 0.68

What do the screens show for `COc1ccc(C(C(=O)NC(C)(C)C)N(C(=O)CCC(=O)Nc2cc(C)on2)c2ccccc2F)cc1` (stereo not given)?
CHT block: inactive; Kir21 inh: 0.24

How did CCN1CNC(=S)N(C(C)c2ccccc2)C1 (stereo not given) do in these assays?
CHT block: inactive; Kir21 inh: 2.1

Results for Cc1nn(Cc2c(Cl)cccc2Cl)c(C)c1NC(=O)/C=C/c1cnn(C)c1C ?
CHT block: inactive; Kir21 inh: 1.9

What do the screens show for `COc1ccc(C2CC3(CC(C)(C)NC(=S)N3)Oc3cc(O)cc(C)c32)cc1` (stereo not given)?
CHT block: inactive; Kir21 inh: -0.38

How did COc1ccc(C)cc1N(CC(=O)NC1CCCC1)C(=O)CCC(=O)Nc1nc(C)cs1 do in these assays?
CHT block: inactive; Kir21 inh: -2

Structures above with an aryl thioether with sulfur outside any ring:
Results for CCCn1c(SCC(=O)NCc2ccc(OC)cc2)n[nH]c1=O ?
CHT block: inactive; Kir21 inh: -0.25

What do the screens show for `COC(=O)CSc1nc(NC(C)C)nc(N(C)C)n1`?
CHT block: inactive; Kir21 inh: 1.9

Results for CCn1c(SCC(=O)c2ccc(OC)cc2)nnc1C1CC1 ?
CHT block: inactive; Kir21 inh: 0.86

Further structures.
Results for c1ccc2c(c1)CCCN2Cc1nnnn1CC1CCCO1 (stereo not given) ?
CHT block: inactive; Kir21 inh: -1.1

What do the screens show for `O=c1c2c3c(sc2nc(NCCO)n1Cc1ccco1)CCCCC3`?
CHT block: inactive; Kir21 inh: -0.14

What do the screens show for `O=C(NCCS(=O)(=O)N1CCN(c2ccccc2)CC1)C1CC(=O)N(c2ccccc2)C1` (stereo not given)?
CHT block: inactive; Kir21 inh: 1.3

Results for Cc1ccc(-n2c(=O)c3sccc3n(CC(=O)NCc3ccco3)c2=O)cc1 ?
CHT block: inactive; Kir21 inh: 0.07

What do the screens show for `COc1cccc2cc(S(=O)(=O)c3ccccc3)c(=Nc3ccc4c(c3)OCCO4)oc12`?
CHT block: inactive; Kir21 inh: -0.86

Results for CC1(C)CC(=O)c2cc(O)ccc2O1 ?
CHT block: inactive; Kir21 inh: 0.32

How did Cc1cc(NS(=O)(=O)c2ccc(NC(=O)CCCOc3ccccc3C)cc2)nc(C)n1 do in these assays?
CHT block: inactive; Kir21 inh: -0.63

How did Cc1ccc(/C=C/C(=O)Nc2ccc(S(=O)(=O)Nc3onc(C)c3C)cc2)cc1 do in these assays?
CHT block: inactive; Kir21 inh: -0.26

What do the screens show for `COc1ccc(OCC(O)CNC(=O)/C=C/c2cccc([N+](=O)[O-])c2)cc1` (stereo not given)?
CHT block: inactive; Kir21 inh: -0.12

How did CCOC(=O)C1CCCN(Cc2cccc(Oc3ccccc3)c2)C1 (stereo not given) do in these assays?
CHT block: inactive; Kir21 inh: -1.7

What do the screens show for `Cc1cc(C)c2cc(C(c3nnnn3C3CCCC3)N3CCOCC3)c(=O)[nH]c2c1` (stereo not given)?
CHT block: inactive; Kir21 inh: -0.82

What do the screens show for `CC(=O)Nc1cc(C(=O)N2CCN(C)CC2)ccc1Sc1ccc(C)cc1`?
CHT block: inactive; Kir21 inh: 0.26

What do the screens show for `Cc1nn(-c2ccccc2)c2sc(C(=O)OCc3nnc(-c4ccccc4)o3)cc12`?
CHT block: inactive; Kir21 inh: 0.07

Results for Cc1cccc(-c2nnc(SCC(=O)N3CCCC3)o2)c1 ?
CHT block: inactive; Kir21 inh: -1.4

Results for O=C(NC1CCSc2ccccc21)c1cccc(S(=O)(=O)N2CCOCC2)c1 (stereo not given) ?
CHT block: inactive; Kir21 inh: 0

What do the screens show for `CC(C)(C)NC(=O)c1cc(NC(=O)c2ccco2)cc(NC(=O)c2ccco2)c1`?
CHT block: inactive; Kir21 inh: -1.7

How did Cn1c(=O)c2c(nc(N3CCN(c4ccccn4)CC3)n2Cc2ccc(Cl)cc2Cl)n(C)c1=O do in these assays?
CHT block: inactive; Kir21 inh: -1.4

How did CCOc1ccc(N(C(C)C(=O)N2CCCCCC2)S(C)(=O)=O)cc1 (stereo not given) do in these assays?
CHT block: inactive; Kir21 inh: 0.02

What do the screens show for `O=C(CCCSc1nc2ccccc2[nH]1)NC(c1ccccc1)c1ccccc1`?
CHT block: inactive; Kir21 inh: 0.18

What do the screens show for `Cc1ccc(C(CCNC(C)c2cccs2)c2ccco2)cc1` (stereo not given)?
CHT block: inactive; Kir21 inh: -8.4*

Results for Cc1cccc(Nc2c([N+](=O)[O-])cc(C(=O)N3CC(=O)Nc4ccccc43)cc2[N+](=O)[O-])c1 ?
CHT block: inactive; Kir21 inh: 0.88

How did CNC(=O)COc1ccc(Nc2nnc(C)c3ccccc23)cc1 do in these assays?
CHT block: inactive; Kir21 inh: 2.1

What do the screens show for `CCOC(=O)/C=c1\s/c(=C\c2c(OC)ccc3ccccc23)c(=O)n1CC(=O)NCC1CCCO1` (stereo not given)?
CHT block: inactive; Kir21 inh: 0.32

Results for Clc1ccc(-c2noc(CCCOc3ccccc3)n2)cc1 ?
CHT block: inactive; Kir21 inh: 0.79

How did O=C(Nn1cc(C(=O)N2CCN(c3ccccc3F)CC2)c2ccccc2c1=O)c1cnccn1 do in these assays?
CHT block: inactive; Kir21 inh: -2.1

What do the screens show for `COC(=O)c1sc(-c2ccc(C(C)(C)C)cc2)cc1NC(=O)/C=C/C(=O)O`?
CHT block: inactive; Kir21 inh: 0.26

What do the screens show for `COc1ccc(-c2cc(C(=O)N3CCCCCC3)c3ccccc3n2)c(OC)c1`?
CHT block: inactive; Kir21 inh: -0.65

Results for C=CCNC(=O)c1c2c(nc3ccccc13)-c1ccccc1CC2 ?
CHT block: inactive; Kir21 inh: -0.02

What do the screens show for `COc1cccc(CNC(=O)[C@H](CC(C)C)NC(=O)N2CCn3c2nc2ccccc23)c1`?
CHT block: inactive; Kir21 inh: 1

Results for CC(C)c1nnc(SCC(=O)NCc2ccc3c(c2)OCO3)n1C ?
CHT block: inactive; Kir21 inh: 0.2

Results for CCOC(=O)c1nc2sc(C)c(C)c2c(=O)[nH]1 ?
CHT block: inactive; Kir21 inh: 0.07

What do the screens show for `CC(C)n1c(N2CCN(C(=O)N3CCCCC3)CC2)nc2ccccc21`?
CHT block: inactive; Kir21 inh: -0.77

Results for COCCN1C=C2C(=O)C(C)(OC(=O)CCC(=O)OC)C(=O)C=C2C=C1C1CC1 (stereo not given) ?
CHT block: inactive; Kir21 inh: 0.47

How did Cc1c(/C=N/O)sc2ccccc12 do in these assays?
CHT block: inactive; Kir21 inh: -0.23

What do the screens show for `CC(=O)Nc1ccc(NS(=O)(=O)c2ccc(Cl)s2)cc1`?
CHT block: inactive; Kir21 inh: 0.13

What do the screens show for `CCCOc1ccc(C2=CSC3=NCCN23)cc1`?
CHT block: inactive; Kir21 inh: -0.02

Results for COc1ccc(NC(=S)N(CCc2c(C)[nH]c3ccccc23)Cc2cccnc2)cc1 ?
CHT block: inactive; Kir21 inh: 0.96

What do the screens show for `CCn1nc(C)c(CN2CCCC(CO)(Cc3ccccc3)C2)c1C` (stereo not given)?
CHT block: inactive; Kir21 inh: 0.67

How did Cc1ccccc1NC(=O)c1ccccc1NS(=O)(=O)c1cccc2cccnc12 do in these assays?
CHT block: inactive; Kir21 inh: -0.96

What do the screens show for `Cc1ccc(S(=O)(=O)N(Cc2cccc(C(F)(F)F)c2)C(=O)N2CCN(C)CC2)cc1`?
CHT block: inactive; Kir21 inh: 0.03

How did Cc1ccc(-c2cc(C(=O)Nc3cc(C)on3)c3ccccc3n2)cc1 do in these assays?
CHT block: inactive; Kir21 inh: 0.31

What do the screens show for `CCOC(=O)c1cn[nH]c1C(F)(F)F`?
CHT block: inactive; Kir21 inh: 0

What do the screens show for `CCOC(=O)Cc1csc(NC(=O)CSc2nc(N)c3c(C)c(C)sc3n2)n1`?
CHT block: inactive; Kir21 inh: 0.77

How did Cn1c(=O)c2c(O)cc(=O)n(-c3ccccc3)c2n(C)c1=O do in these assays?
CHT block: inactive; Kir21 inh: 2.7

How did COc1ccc(Cl)cc1NC(=O)C/C(C)=N/NC(=O)COc1ccc(C)cc1 do in these assays?
CHT block: inactive; Kir21 inh: -0.59

Results for O=C1c2nc3cc(-c4ccccc4)[nH]n3c(=O)c2CN1Cc1ccccc1 ?
CHT block: inactive; Kir21 inh: 0.67

What do the screens show for `CC(C)(C)c1ccc(C(=O)Nc2ccccc2NC(=O)c2ccco2)cc1`?
CHT block: inactive; Kir21 inh: 1.4

Results for O=C(c1ccccc1)c1nn(-c2cccc(Cl)c2)c2nc(-c3ccccc3)cc(=O)n12 ?
CHT block: inactive; Kir21 inh: 1.8

What do the screens show for `Cc1cc(NCCCn2ccnc2)n2nc(-c3ccc(F)cc3)cc2n1`?
CHT block: inactive; Kir21 inh: -3.1

What do the screens show for `CC(Oc1ccccc1)C(=O)Nc1ccc(S(=O)(=O)N2CCCC2)cc1` (stereo not given)?
CHT block: inactive; Kir21 inh: 0

What do the screens show for `CCOC(=O)c1cccc(NC(=O)CSc2nc3ccccc3c(=O)n2CCOC)c1`?
CHT block: inactive

How did O=[N+]([O-])c1ccc(C2CCCC/C2=N/OCc2ccccc2F)c([N+](=O)[O-])c1 (stereo not given) do in these assays?
CHT block: inactive; Kir21 inh: -2.9

Screening results from PubChem.
